Assay outcomes: PubChem BioAssay, Broad Institute
GASC-1 inh: blocks human GASC-1 demethylase activity. Q9H3R0. GST-JMJD2C(1-420) H3K9me3 demethylation, DELFIA europium. inhibition, % at 2.35 µM. 330,000 compounds, 0.069% hits. AID 2099;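 active means more than half of a compound's replicate wells show inhibition beyond 50%, single wells judged on their own value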;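 further: signal counts dimethyl H3K9 product captured on neutravidin plate; 0% = median of DMSO wells and 100% = 0.3 times that DMSO median; strong numbers were not always called active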
Target sequence (Q9H3R0 1-420 limits assumed): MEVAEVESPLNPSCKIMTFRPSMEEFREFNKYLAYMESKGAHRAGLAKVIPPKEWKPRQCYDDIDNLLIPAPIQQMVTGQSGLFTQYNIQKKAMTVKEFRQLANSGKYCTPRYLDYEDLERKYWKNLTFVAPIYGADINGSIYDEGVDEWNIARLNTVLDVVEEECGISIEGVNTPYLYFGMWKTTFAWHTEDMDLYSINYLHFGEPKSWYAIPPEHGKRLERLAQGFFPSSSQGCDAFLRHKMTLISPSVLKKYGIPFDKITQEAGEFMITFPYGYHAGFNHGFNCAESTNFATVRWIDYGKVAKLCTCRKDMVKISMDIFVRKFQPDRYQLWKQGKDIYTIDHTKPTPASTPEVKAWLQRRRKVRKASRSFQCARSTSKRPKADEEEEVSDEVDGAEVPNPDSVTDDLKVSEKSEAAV
* hit, by the source's call; i = inactive.

Molecule | GASC-1 inh
COCCNC(=O)C1CC(c2ccccc2[N+](=O)[O-])=NO1 (stereo not given) | -2
CCC(C(=O)NC1CCCCC1)N(CC1CCCO1)C(=O)CNS(=O)(=O)c1ccc(OC)cc1 (stereo not given) | -3
Cc1nn2c(N3CCOCC3)cc(C(C)(C)C)nc2c1-c1ccc(Cl)cc1 | 6
Nc1ccc2c3c(cccc13)C(=O)N(c1ccccc1)C2=O | 0
Fc1cccc(NC(=S)NNc2c3ccccc3nc3ccccc23)c1 | -25
CC(=O)n1cc([C@H]2C=C(C(=O)N3CCOCC3)O[C@@H](OCCCCO)C2)c2ccccc21 | -2
O=C(O)c1cc(C(F)(F)F)nc2c(C(F)(F)F)cccc12 | 0
OCC[C@H]1C[C@@H](O)[C@H](O)[C@@]2(CCCc3ccccc3O2)O1 | -2
COc1ccc(N2CCN(C3CCCN(C(=O)CCN4CCCCO4)C3)CC2)cc1 (stereo not given) | -2
CCC(C)(C)n1nnnc1C(c1cc2cc(C)cc(C)c2[nH]c1=O)N1CCN(Cc2ccc3c(c2)OCO3)CC1 (stereo not given) | 15
CCn1c(SCc2ccccc2Cl)nc2nc3c(cc2c1=O)CCCC3 | -1
CN(C)CC(CCC(CN(C)C)C(O)(c1ccccc1)c1ccccc1)C(O)(c1ccccc1)c1ccccc1 (stereo not given) | -30
COC(C[C@H]1O[C@H]1C(=O)[C@@H](C)OCc1ccccc1)OC | 7
CCOC(=O)c1cnc2ccc(C(=O)OC)cc2c1NCc1ccco1 | -30
COc1ccc(/C=C/C(=O)c2ccc(C(=O)/C=C/c3ccc(OC)c(OC)c3)cc2)cc1OC | 3
COc1ccc(OCC(=O)Nc2ccc(NC(=O)c3ccco3)c(C)c2)cc1 | -10
Nc1cc2nc[nH]c2cc1N | -9
CNCc1cc(Cl)cc(OC)c1OC(C)C | -1
COc1ccc(C(=O)N2CCc3ccc(NC(=O)c4ccccn4)cc3C2)cc1F | 5
CCOC(=O)[C@H]1[C@H]2COc3ccc(Cl)cc3[C@@H]2N2C(=O)c3ccc(F)cc3NC(=O)[C@@]12C | -5
CC(C)Cn1c(/C=N/Nc2nc3ccccc3[nH]2)nc2ccccc21 | -6
OCC[C@@H]1C[C@H](O)[C@@H](O)[C@@]2(CCCO2)O1 | -10
CCO[C@H]1OC(C(=O)N2CCN(Cc3ccccc3)CC2)=C[C@@H](c2cn(C(C)=O)c3ccccc23)[C@@H]1CCCO | 0
COc1ccc(NC2CCCN(C(=O)c3cccc(N(C)C)c3)C2)cc1 (stereo not given) | -7
O=C(CSc1nc(NS(=O)(=O)c2ccccc2)cc(=O)[nH]1)Nc1cccc(C(F)(F)F)c1 | -49
CC1(C)CC(=O)C(=CN2CCN(C(=O)c3ccco3)CC2)C(=O)C1 | 47
Cc1ccc(S(=O)(=O)N(CC(=O)NCc2ccccc2)C(=O)N2CCN(C)CC2)cc1 | -1
CCCN1CCC(=O)N([C@H](CSc2ccc(Br)cc2)Cc2ccccc2)CC1 | -3
O=[N+]([O-])c1ccc(Sc2cccc[n+]2[O-])c2nonc12 | -9
NCC(=O)Nc1ccc(Cl)cc1C(=O)c1ccc[nH]1 | -1

Molecule | GASC-1 inh
COC(=O)[C@@H]1CC[C@H](C)[C@@H](c2ccc(C)cc2)N1C(=O)c1ccc(/C=N/O[C@@H](C)CN2CCCCc3nc(C)c(C)cc32)cc1 | -9
COc1ccc(/C=C(\NC(=O)c2ccccc2Cl)C(=O)NCCCC(=O)O)cc1 | 15
CCOc1ccccc1Nc1nc(N2CCCC2)nc(N2CCOCC2)n1 | 18
COC(=O)c1ccccc1NC(=O)c1onc(C)c1Cl | 10
CCCc1cc2c(c(NC(C)=O)n1)c(=O)oc1ccccc12 | -2
COc1ccc(CCN2CC(C(=O)N(C)CCc3cn[nH]c3)CCC2=O)cc1 (stereo not given) | -5
Cc1cccc(C)c1OCC(O)CNS(=O)(=O)c1ccccc1C(=O)N1CCOCC1 (stereo not given) | -17
CC(C)OC(=O)C(C)Nc1n[nH]c(=S)[nH]c1=O (stereo not given) | 22
CC(=O)N1CCc2c(sc(NC(=O)c3ccc([N+](=O)[O-])o3)c2C#N)C1 | -7
C[C@H](NC(=O)c1nc[nH]c1C(=O)NCCCCCNC(=O)OC(C)(C)C)C(=O)OCc1ccccc1 | 5
CCC(=O)Nc1cccc(NC(C)=O)c1 | -18
C=CCn1c(C23CC4CC(CC(C4)C2)C3)n[nH]c1=S | 4
O=C(NCc1ccc(OC(F)(F)F)cc1)C1CC(c2c(Cl)cccc2Cl)=NO1 (stereo not given) | 3
COc1cccc(N(C(=O)Cn2nnc3ccccc32)C(C(=O)NCc2ccco2)c2cccnc2)c1 (stereo not given) | 4
CCCCNC(=O)c1ccc2c(OCC)n(CCCC)nc2c1 | 3
O=c1c(Cl)c(Cl)cnn1-c1ccccc1 | 7
Cc1ccc(N=Cc2nc(-c3ccc(C)cc3)oc2O)cc1 | 1
Cc1oc(-c2ccccc2F)nc1CN1CCC(C(=O)NC2CCCCCCC2)CC1 | -1
O=C(CCc1nnc(Cc2ccc3c(c2)OCO3)o1)NCc1nc2ccccc2s1 | 10
CCn1cc(/C=C(\NC(=O)c2ccccc2Cl)C(=O)N2CCN(C)CC2)c2ccccc21 | -4
Cc1cc2nc(-c3ccccn3)c(-c3ccccn3)nc2cc1C | -17
COc1ccc(C(=O)Nc2ccccc2C(=O)NCCCn2ccnc2)cc1 | -1
C=C(CC1([C@@H](NP(=O)(c2ccccc2)c2ccccc2)[C@H]2C[C@@H]2CCCC)CC1)c1ccccc1 | -2
O=C(Nc1ccnn1C1CCN(CC2CC=CCC2)CC1)c1ccccc1 (stereo not given) | -6
Cc1ccc(-c2nc3c(c(=O)[nH]c(=O)n3Cc3ccccc3)n2Cc2ccccc2)o1 | -11
CC(C)n1c(SCC(N)=O)nc2c1c(=O)[nH]c(=O)n2C | -11
CCOC(=O)[C@H]1[C@H]2COc3ccc(Cl)cc3[C@@H]2N2C(=O)c3cc(OC)ccc3NC(=O)[C@@]12C | -2
O=C(O)COc1ccc(/C=N/NC(=O)c2ccc(-c3csc(Nc4ccc(Cl)cc4)n3)cc2)cc1 | 28
CCOC(=O)c1cnc2c(C)c(C)ccc2c1NCCN1CCOCC1 | 1
CCCN1C(=O)/C(=C/c2ccc(OCC(=O)OCC)cc2)NC1=S | -19

Another view of part of the listing above:
SMILES: CCO[C@H]1OC(C(=O)N2CCN(Cc3ccccc3)CC2)=C[C@@H](c2cn(C(C)=O)c3ccccc23)[C@@H]1CCCO
- GASC-1 inh: 0

SMILES: COc1ccc(NC2CCCN(C(=O)c3cccc(N(C)C)c3)C2)cc1 (stereo not given)
- GASC-1 inh: -7

SMILES: O=C(CSc1nc(NS(=O)(=O)c2ccccc2)cc(=O)[nH]1)Nc1cccc(C(F)(F)F)c1
- GASC-1 inh: -49

SMILES: CC1(C)CC(=O)C(=CN2CCN(C(=O)c3ccco3)CC2)C(=O)C1
- GASC-1 inh: 47

Back to the main list with the two entries that preceded the break.
Molecule | GASC-1 inh
CCOC(=O)c1cnc2c(C)c(C)ccc2c1NCCN1CCOCC1 | 1
CCCN1C(=O)/C(=C/c2ccc(OCC(=O)OCC)cc2)NC1=S | -19
CCCCc1c(C)c(C#N)c2nc3ccccc3n2c1NCCN(C)C | -4
COc1ccc(C(=O)/C=C/C(=O)N(CC(=O)NC2CCCCC2)Cc2ccccc2)c(O)c1 | -3
COc1ccc(-c2cc(C)nc3c(-c4ccccc4)cnn23)cc1 | 6
CCOC(=O)c1ccccc1NC(=O)CSc1nc2c(c(=O)n(C)c(=O)n2C)n1C | 18
COc1cc(NC(=O)c2ncn[nH]2)cc(OC)c1OC | -11
O=C(O)C1Nc2ccc(C(F)(F)F)cc2C2OCCC12 (stereo not given) | -1
COc1ccc(-c2cc(C(F)(F)F)nc(SCC(=O)N3CC(C)OC(C)C3)n2)cc1OC (stereo not given) | 0
COc1cc(OC)cc(C(=O)N(Cc2nc(-c3cccc(C)c3)no2)C(C)C)c1 | -20
COc1ccccc1N1CCN(C(=O)c2cnn3cccnc23)CC1 | -8
COc1ccc(CNC(=O)c2cccc(-c3ccc(C)c4ccccc34)n2)cc1 | -1
CC(=O)c1ccc(NC(=O)CCc2c(C)nc3ncnn3c2C)cc1 | -30
CNC(=O)NC(=O)CSc1nc(-c2cccs2)c(C#N)c(=O)[nH]1 | -4
CN(C)c1nc(N2CCOCC2)nc(N(c2ccccc2)c2ccccc2)n1 | 23
COc1ccc2c(c1)[C@H]1[C@H](CO2)[C@H](c2ccccc2)[C@]2(C)C(=O)Nc3cc(OC)c(OC)cc3C(=O)N12 | 1
Cc1ccccc1N(C(=O)c1snc(C(N)=O)c1N)C(C(=O)NC1CCCC1)c1ccco1 (stereo not given) | 2
O=C(COc1nc2ccccc2nc1N1CCOCC1)N1CCc2ccccc21 | 2
O=C(CSc1ccccc1)Nc1ccc(C(=O)Nc2ccc(O)cc2)cc1 | -20
COC(=O)[C@@H]1CC[C@H](C)[C@@H](c2ccc(C)cc2)N1C(=O)c1ccc(/C=N/OC[C@@H](O)COCc2ccco2)cc1 | -23
COc1cc2c(=O)n(Cc3ccccc3)c(=O)n(CC(=O)NCc3ccco3)c2cc1OC | 4
O=c1oc(Nc2ccccc2Cl)nc2ccccc12 | 6
CC(C)(C)C(=O)Cn1ncc(Cl)c(Cl)c1=O | -1
COCc1cc(C)nc(N/N=C/c2ccc(-c3ccc(Cl)cc3[N+](=O)[O-])o2)c1C#N | 6
CO[C@H]1C=CO[C@@]2(C)Oc3c(C)c(O)c4c(O)c(c(C=NN5CCN(C6CCCC6)CC5)c(O)c4c3C2=O)NC(=O)C(C)=CC=C[C@H](C)[C@H](O)[C@@H](C)[C@@H](O)[C@@H](C)[C@H](OC(C)=O)[C@@H]1C | -25
COc1ccc(C(=O)NC(C)c2nc3ccccc3[nH]2)cc1OC (stereo not given) | -5
CS(=O)(=O)c1ncc(Cl)c(C(=O)Nc2ccc3ccccc3c2)n1 | 1
Cc1ccc2cc(CN(CCN3CCOCC3)C(=O)NCc3ccccc3)c(=O)[nH]c2c1C | 2
Cc1nc(N)nc(N)c1/C=C/C(C)(C)c1ccc(Cl)cc1 | -4
C(=C\c1ccccc1)/CN1CCN(Cc2ccc3c(c2)OCCO3)CC1 | 35
CCOc1ccc(NC(=O)CNC(=O)Cc2ccccc2)cc1 | -7
Nc1nc2ccc(Oc3ccccc3)cc2s1 | -3

Molecule | GASC-1 inh
CCN(C(C)=O)c1nnc(CSc2nc3ccccc3s2)s1 | 119
CCOC(=O)N1CCC(NC(=O)c2ccc3nc(N4CCOCC4)sc3c2)CC1 | -7
CCO[C@H]1OC(C(N)=O)=C[C@@H](c2ccc(Br)cc2)[C@@H]1CCCO | 3
Cc1ccc(N2C(=O)CC(N3CCN(C)CC3)C2=O)cc1 (stereo not given) | 75
O=c1c2ccccc2[nH]c(=S)n1CCN1CCC(=C(c2ccc(F)cc2)c2ccc(F)cc2)CC1 | -21
O=C(/C=C/c1cccc([N+](=O)[O-])c1)n1cnc2ccccc21 | 8
COC(C/C=C/[C@@H](O)[C@H](C)OCc1ccccc1)OC | -15
O=C(Cn1cccn1)N1CCCC(N2CCN(c3cccc(C(F)(F)F)c3)CC2)C1 (stereo not given) | 3
COC(=O)/C(=C/c1cn(C)c2ccccc12)[N+](=O)[O-] | 1
Cc1cccc(C)c1NC(=O)C(C)Sc1nnc(C)n1CC1CCCO1 (stereo not given) | -9
O=C(Nc1ccc(N2CCN(C(=O)c3ccccc3)CC2)cc1)c1ccc([N+](=O)[O-])o1 | 2
CCOC(=O)[C@H]1[C@H]2COc3ccc(Cl)cc3[C@@H]2N2C(=O)c3cc(Cl)ccc3NC(=O)[C@@]12C | 3
CCC(C)[C@H](N)c1cn([C@@H](Cc2cc3ccccc3[nH]2)C(=O)N2CCNCC2)nn1 (stereo not given in full) | -1
COC(CNC(=O)CCCn1nnnc1CN1CCOCC1)c1cccs1 (stereo not given) | -3
O=C(CCN1C(=O)c2ccccc2S1(=O)=O)NCc1ccccc1Cl | -3
OCCNCc1cc(Br)ccc1OCc1ccc(Cl)cc1Cl | i
C#CCOCCOCCOCCNc1nc(N2CCN(C(=O)[C@H](CCC(=O)O)n3cc(C(N)CO)nn3)CC2)nc(N2CCN(C(=O)[C@H](CCCCN)n3cc(C(N)CC(C)C)nn3)CC2)n1 (stereo not given in full) | -6
COc1cc(/C=C2\SC(=S)N(CC(=O)Nc3ccc(O)cc3)C2=O)cc(OC)c1OC | -9
COc1ccccc1CNC(=O)C1CC2Cn3c(nc4ccccc43)C2N1C (stereo not given) | 0
O=c1[nH]sc2ccccc12 | 106
CCCNC(=O)c1ccc(N2CCC3(CC2)CC(c2cccc(Br)c2)=NO3)c(NC(=O)c2ccccc2)c1 | 8
CCOc1ccc(C(=O)NC(=S)Nc2ccc(N3CCC(C)CC3)cc2)cc1[N+](=O)[O-] | 2
C#CCOCCOCCOCCNc1nc(N2CCN(C(=O)C(Cc3cc4ccccc4[nH]3)n3cc(C(N)Cc4ccc(O)cc4)nn3)CC2)nc(N2CCN(C(=O)C(Cc3cc4ccccc4[nH]3)n3cc(C(N)Cc4ccc(O)cc4)nn3)CC2)n1 (stereo not given) | 23
C/C=N/N(c1ccccc1)c1ccccc1 | 1
CCO[C@H]1OC(C(N)=O)=C[C@@H](c2csc3ccccc23)[C@@H]1CCCO | -6
Cc1ccc(C(=O)COC(=O)CN2C(=O)C3C4CCC(C4)C3C2=O)cc1C (stereo not given) | 22
CC(C)N(Cc1nc(-c2ccc(Cl)cc2)no1)C(=O)CCCN1C(=O)c2ccccc2C1=O | 78
O=C(CCN1C(=O)C2C3CCC(C3)C2C1=O)Nc1ccc(F)cc1 (stereo not given) | -12

The list is partial; the hit share may differ from the screen's.
